# Screens deposited in PubChem by several laboratories.
# GDH-TPI counter: inhibits GDH-TPI coupling enzymes, artifact for Mtb FBA screen; GDH-TPI coupled enzyme counterscreen, NADH absorbance; inhibition, % at 4.8 µM; 360,000 compounds, 1.2% hits;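 note: 0% = DMSO wells and 100% = wells lacking the enzyme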
# BoNT-A LC inh2: inhibitors of Botulinum neurotoxin A light chain protease; multiplex microsphere protease substrate cleavage, flow cytometry; 360,000 compounds, 0.17% hits; inhibition, % at 10 µM; in the data active = inhibition above about 30%; inconclusive = no clear call, values can overlap the other calls; note: plate controls were buffer without enzyme for full effect and enzyme alone for no effect
# CCHFV vOTU inh: CCHFV vOTU protease inhibition. Pep-AMC fluorescence. inhibition, % at 11.5 µM. 370,000 compounds, 0.55% hits. AID 651958; note: 0% = vehicle wells with enzyme and 100% = no enzyme wells
# PrPC surface inh: reduces human prion protein on the cell surface. inhibition, % at 13.8 µM. cell surface PrPC, TR-FRET read-out. 370,000 compounds, 0.43% hits; in the data active = inhibition above about 24%; note: 0% = median of the test wells and 100% = reference compound wells
# Mtb FBA inh: Mtb fructose-bisphosphate aldolase inhibition. purified M. tuberculosis FBA, fluorescence read-out. P9WQA3. inhibition, % at 1 µM. 360,000 compounds, 2.3% hits; in the data active = inhibition above about 27%;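 note: 0% = vehicle and 100% = reference inhibitor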
# Target sequence (P9WQA3 whole entry, looked up): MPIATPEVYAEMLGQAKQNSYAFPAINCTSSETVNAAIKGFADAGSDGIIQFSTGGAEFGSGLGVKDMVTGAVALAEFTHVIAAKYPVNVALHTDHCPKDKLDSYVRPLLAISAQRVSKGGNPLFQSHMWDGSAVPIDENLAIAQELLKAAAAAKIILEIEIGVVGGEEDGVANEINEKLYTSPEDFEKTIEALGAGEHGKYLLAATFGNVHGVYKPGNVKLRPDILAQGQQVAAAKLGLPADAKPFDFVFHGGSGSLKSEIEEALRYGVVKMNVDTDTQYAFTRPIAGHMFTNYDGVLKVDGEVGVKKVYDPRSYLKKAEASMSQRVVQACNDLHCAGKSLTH
# FadD28 FP inh: inhibitors of Mycobacterium tuberculosis FadD28 bisubstrate binding | FadD28 bisubstrate probe binding, fluorescence polarization | inhibition, % at 12.5 µM | 360,000 compounds, 0.22% hits; in the data active = inhibition above about 8.5%, passing the limit was not always enough; inconclusive = no clear call, values can overlap the other calls
# BoNT F protease: inhibitors of Botulinum neurotoxin F light chain protease. 360,000 compounds, 0.22% hits. AID 588497. inhibition, % at 10 µM. Multiplex microsphere protease cleavage assay, flow cytometry; in the data active = inhibition above about 35%, passing the limit was not always enough; inconclusive = no clear call, values can overlap the other calls; note: plate controls were buffer without enzyme for full effect and enzyme alone for no effect
# Mtb BioA inh: BioA (M. tuberculosis) enzyme inhibition; purified M. tuberculosis BioA enzyme, plate reader; inhibition, % at 9.99 µM; 360,000 compounds, 0.096% hits; in the data active = inhibition above about 40%; inconclusive = no clear call, values can overlap the other calls
# UGM FP inh: blocks M. tuberculosis UGM enzyme; P9WIQ1; purified UGM, fluorescence polarization probe displacement; inhibition, % at 10 µM; 320,000 compounds, 0.06% hits; AID 504406; in the data active = inhibition above about 10%, passing the limit was not always enough; inconclusive = no clear call, values can overlap the other calls
# Target sequence (P9WIQ1 whole entry, looked up): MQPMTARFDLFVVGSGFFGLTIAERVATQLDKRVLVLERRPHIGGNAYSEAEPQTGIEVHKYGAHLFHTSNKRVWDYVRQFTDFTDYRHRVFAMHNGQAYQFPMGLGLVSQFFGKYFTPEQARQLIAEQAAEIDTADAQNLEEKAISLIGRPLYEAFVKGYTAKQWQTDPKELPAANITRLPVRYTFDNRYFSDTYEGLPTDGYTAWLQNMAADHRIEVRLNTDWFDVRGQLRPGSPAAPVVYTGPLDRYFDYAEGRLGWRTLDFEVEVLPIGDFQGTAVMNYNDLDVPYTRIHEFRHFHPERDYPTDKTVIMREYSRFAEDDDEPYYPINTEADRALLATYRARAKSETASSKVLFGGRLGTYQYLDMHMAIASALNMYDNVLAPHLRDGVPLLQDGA
# Numbers without * were called inactive; ? = inconclusive; / = no result given. Cut-off read from the data, not from the text of the source, unless noted: active = inhibition above about 30%; inactive = the rest.
# Values run as follows: GDH-TPI counter, BoNT-A LC inh2, CCHFV vOTU inh, PrPC surface inh, Mtb FBA inh, FadD28 FP inh, BoNT F protease, Mtb BioA inh, UGM FP inh
Cc1ccc(CN=Cc2[nH]c3ccc(Br)c(Cl)c3c2O)cc1
  1, 9.8, -7, -28, -3, -5.3, 3, /, -0.7
O=C(Nc1cccnc1)c1sc2cccc(F)c2c1Cl
  16, -0.3, -2, 3, -1, -4.4, -6, /, 0.7
CSCCC(NC(=O)c1ccccc1)C(=O)NNC(=O)c1ccccc1 (configuration not stated)
  7, -3.2, -3, 3, -1, 1.9, ?, -0.8, 2.3
O=C(NCc1ccco1)C(c1ccccc1)N(CC1CCCO1)C(=O)Cn1nnc2ccccc21 (configuration not stated)
  5, -0.5, 3, -4, 2, -2.1, 13, /, 0.3
FC(F)(F)c1nnc2ccc(N3CCCCC3)nn12
  2, /, -10, 14, 3, 0.2, /, 3.4, -0.3
COc1ccc(NC(=O)c2oc3ccccc3c2C)cn1
  8, -3.4, 14, 4, 0, -1.9, -12, 2.6, 1.8
CC(C)(C)NC(=S)N/N=C/c1c(Cl)cccc1Cl
  -6, -0.2, -4, 10, 2, -2.1, -6, /, 3.7
C=CCn1c(SCC(=O)Nc2sccc2C(N)=O)nc2sc(CC)cc2c1=O
  3, -0.2, 11, 9, -2, 0.3, 2, -0.4, 0.4
C=CCSc1nc2sc(C)c(C)c2c(=O)[nH]1
  -6, -0.8, 5, -2, -1, 0.7, 2, 0.7, 1.5
Cc1cc(C=C2C(=O)N(C)C(=O)N(C)C2=O)c(C)n1-c1ccccc1
  -11, -0.4, -3, 9, -5, -2.3, 2, /, 0.4
COc1ccc(OC)c(NC(=O)COC(=O)c2ccc(OC)c(S(=O)(=O)N3CCCC3)c2)c1
  5, -0.9, -3, -2, -3, -2.9, -11, 1.5, 1.3
COC(=O)c1ccc(/C=C2\N=C(SC)SC2=O)cc1
  13, 2.7, 7, -5, 3, 1.0, 5, /, 1.0
O=C(c1cc(C2CC2)on1)N1CCOCC1
  -2, 0.6, 11, 9, -1, -1.1, -7, -1.0, 2.2
CC12CCC(=O)N1C(C(=O)NNC(=O)c1cccc(Cl)c1)CS2 (configuration not stated)
  -9, -26, -3, -5, -1, -3.6, -51, -0.3, -0.7
COC(=O)/C=C1\SC(=Nc2ccccc2)NC1=O
  28, -1.9, -3, -4, -1, -1.0, -12, 1.0, -1.3
CC(C)OP(=O)(c1ccc(N(C)C)cc1)C(O)c1cccnc1 (configuration not stated)
  -6, -4.0, 18, 11, 0, -0.7, ?, /, 0.4
CCOC(=O)c1cncc(NC(=O)c2ccccc2)c1
  5, -0.2, 14, 1, 0, -2.2, 1, 0.2, 0.3
OC(c1cccc(Cl)c1)c1nc(-c2csc3ccccc23)cs1 (configuration not stated)
  10, 0.4, -1, -5, -1, -2.9, -9, -2.0, /
COc1cccc(CN2CCCN(S(=O)(=O)c3ccc(Br)cc3)CC2)c1
  12, -0.7, /, /, 1, -3.8, -1, 1.8, 0.2
CCN1C(=O)C2(C(C#N)=C(N)Oc3n[nH]c(-c4ccccc4)c32)c2ccccc21 (configuration not stated)
  3, 0.1, -9, 1, 2, -3.5, 0, -1.4, 4.5
COC(=O)c1c(NC(=O)Cc2cccs2)sc2c1CCCC2
  15, 0.0, 5, 3, 4, -0.5, -12, /, -0.8
CCC1CCCCN1CCCNC(=O)c1ccc2nc(N3CCCCC3)sc2c1 (configuration not stated)
  3, -1.8, 8, -13, 11, 0.9, 9, -1.5, 0.6
O=C(COC(=O)c1ccc(Br)o1)Nc1ccc2[nH]c(=O)[nH]c2c1
  6, 0.1, 3, -5, 26, -3.3, 2, -2.9, -1.4
CCc1cccc(NC(=O)CCc2nc3sc4c(c3c(=O)[nH]2)CCCC4)c1
  -1, -7.1, 6, 4, -2, 2.5, -15, /, -0.5
O=C(CSc1nnnn1C1CCCC1)Nc1ccccc1F
  0, -1.0, -5, -1, 0, -2.0, -4, -0.3, -0.4
Cc1ccc(NC(=O)NCC2CCN(Cc3cccc(Cl)c3)CC2)c(Cl)c1
  15, -0.6, -7, -9, 0, 0.3, 5, -0.5, -0.5
COc1ccc(CNC(=S)Nc2cc(C)ccc2C)cc1
  0, -0.3, -14, 5, -1, -0.7, 6, 0.9, -1.7
O=C(CC1C(=O)NCCN1C(=S)Nc1ccccc1)Nc1ccc2c(c1)OCCO2 (configuration not stated)
  1, -2.9, 2, -3, 1, -7.9, -5, 1.6, -0.6
O=C(c1ccc(F)cc1)C1CCN(C(=O)Nc2ccc(F)cc2F)CC1
  -5, 2.2, 10, 7, 1, -2.4, 4, 1.4, -0.7
O=S(=O)(Cc1cc(-c2ccc(Cl)cc2)no1)c1ccccc1
  -4, 0.0, 10, 1, -4, 1.7, 3, -2.4, 2.1
CCOc1ccc(N2C(=O)Nc3ccccc3C2(O)C(=O)NCc2ccc(F)cc2)cc1 (configuration not stated)
  0, 0.1, 9, 1, -5, -2.0, 1, -1.3, 1.3
COc1ccc(OCC(=O)Nc2ccccc2C(=O)NC(C)C)cc1
  -5, -0.1, -9, 3, 2, -2.6, -2, /, 0.6
COc1ccc(S(=O)(=O)NC(CC(=O)O)c2ccco2)cc1 (configuration not stated)
  0, 0.1, -2, 0, -1, -4.1, 2, /, -2.3
CCCc1ccc2oc(C(=O)N3CCC[C@H]3CO)c(C)c2c1
  -5, 1.4, 4, -3, -1, -0.2, -5, 2.2, -1.3
O=C(COC(=O)c1ncc(Cl)c(Cl)c1Cl)NCc1cccs1
  1, 7.6, -6, 1, 0, -3.8, 10, 0.3, -3.1
Cc1cnc(C(=O)OCC(=O)NC(=O)c2ccccc2)cn1
  -7, -2.2, 13, -6, 0, 0.8, -1, 0.7, 2.3
Cc1ccc2cccc(OCCCOc3ccccc3CO)c2n1
  -4, -2.4, 11, 4, -2, -1.8, ?, -0.8, 3.2
CC(C)(C)c1nnc2sc(SCC(=O)c3ccc(Cl)cc3)nn2c1=O
  5, 1.4, /, /, -2, -1.4, -3, -2.1, -0.7
O=C(CN1CCN(S(=O)(=O)c2ccc(Cl)s2)CC1)N1CCCCC1
  2, 1.4, -2, 6, 5, -2.7, -3, 0.5, -4.3
Cn1nnnc1SCC(=O)NCc1ccc2c(c1)OCO2
  0, -0.4, 0, 6, 7, -0.3, -6, /, 0.9
Cc1cc(C)nc(SCC(=O)N2CCCCC2)n1
  2, -0.2, 15, 6, -1, 1.3, -4, -0.4, 0.8
CC1Sc2ccc(C(=O)NCc3cccc(C(F)(F)F)c3)cc2NC1=O (configuration not stated)
  7, -3.0, 29, 2, 2, -1.5, 1, 0.4, 4.4
CC(=O)c1cc(CN2CCN(C(C)C)C(CCO)C2)cs1 (configuration not stated)
  -10, 0.1, 6, 9, -7, -4.6, -2, /, -0.9
CCCCn1nnnc1C(c1cc2ccccc2o1)N1CCN(C(=O)OC(C)(C)C)CC1 (configuration not stated)
  /, -1.2, -6, -1, /, /, 3, /, /
COCCNC(=O)Cn1nc(-c2ccccc2C)ccc1=O
  3, 1.5, -1, 4, 1, -3.2, 5, 1.4, 0.2
CN1/C(=N\O)c2cccc3cccc1c23
  17, 3.1, -17, -7, 3, 1.7, -4, -1.6, 3.7
N#C/C(=C\c1cccc(Cl)c1)c1n[nH]c(Cn2cncn2)n1
  5, 0.4, -5, -4, 39*, -1.2, 0, -3.4, 1.6
COc1c(F)c(F)c(C(=O)Nc2c(C)cc(Br)cc2C)c(F)c1F
  -8, -1.0, -14, -2, -3, -0.4, -2, -2.7, -0.2
COc1cccc(N2[C@@H](CC(C)=O)c3ccc(/C=C/C(C)=O)cc3S2(=O)=O)c1
  4, -0.1, -2, 2, 0, -0.7, -8, -0.6, 2.4
COc1ccc(C2N(c3cc(Cl)ccc3OC)C(=O)C3CCCN32)c(OC)c1 (configuration not stated)
  2, 0.0, 3, 12, 0, -2.3, 4, -0.8, 0.3
OCC1(Cc2ccccc2)CCCN(Cc2c[nH]c3ccccc23)C1 (configuration not stated)
  -9, 0.1, 8, 0, 3, 2.9, 1, /, 3.6
C/C(=N/NC(=O)c1ccc(C)s1)c1cccc(NC(=O)COc2ccc(Cl)cc2Cl)c1
  5, -0.2, -7, 0, 3, /, -1, /, 4.1
CCCCNC(=O)CCSc1nc2nc(C)cc(C)n2n1
  -3, 0.5, /, /, 0, -2.0, 0, /, -0.7
Cc1cc(C)c(-c2cc(C(=O)Nc3c(C)n(C)n(-c4ccccc4)c3=O)[nH]n2)c(O)c1
  5, 0.1, -1, -2, -1, 0.0, -4, -0.8, -0.3
CCc1ccccc1N/C(=N\S(=O)(=O)c1ccccc1)C(F)(F)F
  10, -1.3, -8, -2, 0, 0.6, -9, /, 0.1
CCCS(=O)(=O)NC(=O)C1(C)CCN(C(=O)c2c(C)noc2C)C1 (configuration not stated)
  1, -0.8, 0, -10, 0, 0.2, -3, -1.3, /
CN(C)S(=O)(=O)c1ccc(Cl)c(C(=O)NCC2CCCCC2)c1
  -12, -1.2, 3, 8, -1, -1.1, 5, -0.7, 1.8
Cc1ccc(S(=O)(=O)NCC(=O)OCC(=O)N(CCC#N)c2ccccc2)cc1
  5, -1.2, -6, -1, -2, -0.1, -21, /, 1.6
O=C(Nc1ccccc1)C1CCN(C(=O)c2ccc(Br)cc2)CC1
  -5, -2.2, -5, 3, 0, -3.7, -5, 12, 2.3
CCn1ccnc1CN(C)Cc1cn(-c2cc(C)ccc2C)nc1-c1ccccc1
  -3, -0.1, 3, -3, -2, -1.6, 2, -0.9, 4.1

# Next section:
# Values run as follows: GDH-TPI counter, BoNT-A LC inh2, CCHFV vOTU inh, PrPC surface inh, Mtb FBA inh, FadD28 FP inh, BoNT F protease, Mtb BioA inh, UGM FP inh
CC(NC(=O)C(=O)NN=C1CCCC1)c1ccccc1 (configuration not stated)
  -4, 0.2, -2, 5, 0, -3.0, 7, /, -1.7
CCOc1ccc(NC(=O)NCCN2CCN(c3ccccc3F)CC2)cc1
  -6, -1.6, -6, -2, 1, -1.1, 25, -3.0, -0.2
Nc1nc(N(Cc2ccccc2)Cc2ccccc2)nc(C(F)(F)F)n1
  -3, /, 11, 2, -2, -2.6, /, 0.0, -4.9
CCCC(=O)N1CCN(c2ccc(NC(=O)C(C)(C)C)cc2)CC1
  11, 0.0, -15, 1, 2, 0.2, -2, 2.9, -1.3
O=C(CSc1cccc[n+]1[O-])c1ccc(Cl)s1
  4, 0.6, -15, 7, -1, -0.8, -4, /, -0.2
CC1(C)NC(=O)N(CC(=O)OCC(=O)c2ccc(Cl)s2)C1=O
  6, -0.2, 18, -3, -2, 0.6, -10, -1.9, -1.0

# Given tab-delimited: 10 of the compounds above
SMILES	GDH-TPI counter	BoNT-A LC inh2	CCHFV vOTU inh	PrPC surface inh	Mtb FBA inh	FadD28 FP inh	BoNT F protease	Mtb BioA inh	UGM FP inh
CN(C)S(=O)(=O)c1ccc(Cl)c(C(=O)NCC2CCCCC2)c1	-12	-1.2	3	8	-1	-1.1	5	-0.7	1.8
Cc1ccc(S(=O)(=O)NCC(=O)OCC(=O)N(CCC#N)c2ccccc2)cc1	5	-1.2	-6	-1	-2	-0.1	-21	/	1.6
O=C(Nc1ccccc1)C1CCN(C(=O)c2ccc(Br)cc2)CC1	-5	-2.2	-5	3	0	-3.7	-5	12	2.3
CCn1ccnc1CN(C)Cc1cn(-c2cc(C)ccc2C)nc1-c1ccccc1	-3	-0.1	3	-3	-2	-1.6	2	-0.9	4.1
CC(NC(=O)C(=O)NN=C1CCCC1)c1ccccc1 (configuration not stated)	-4	0.2	-2	5	0	-3.0	7	/	-1.7
CCOc1ccc(NC(=O)NCCN2CCN(c3ccccc3F)CC2)cc1	-6	-1.6	-6	-2	1	-1.1	25	-3.0	-0.2
Nc1nc(N(Cc2ccccc2)Cc2ccccc2)nc(C(F)(F)F)n1	-3	/	11	2	-2	-2.6	/	0.0	-4.9
CCCC(=O)N1CCN(c2ccc(NC(=O)C(C)(C)C)cc2)CC1	11	0.0	-15	1	2	0.2	-2	2.9	-1.3
O=C(CSc1cccc[n+]1[O-])c1ccc(Cl)s1	4	0.6	-15	7	-1	-0.8	-4	/	-0.2
CC1(C)NC(=O)N(CC(=O)OCC(=O)c2ccc(Cl)s2)C1=O	6	-0.2	18	-3	-2	0.6	-10	-1.9	-1.0
